Bioassay records deposited in PubChem by Sanford-Burnham Center for Chemical Genomics.
Hsp70 inhibitors: Hsp70 inhibitors, probe displacement, primary screen, biochemical, fluorescence polarization (AID 583). Hsp70 fluorescence polarization probe displacement, mP; higher % means a stronger effect. displacement, % at 20 µM, or IC50 in µM where a hit was titrated. 0.06% of 140,000 active; in the data active = displacement above about 50%;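 also: plate controls were vehicle for no effect and reference ligand for full effect; a part of the inactive calls stands beside numbers as strong as those of hits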
MKP-3 inhibition: MKP-3 phosphatase inhibitors, primary screen, biochemical, rat enzyme, in vitro (AID 425); recombinant MKP-3 phosphatase activity, fluorescence; higher % means a stronger effect; one-dose inhibition, % at 20 µM; IC50 in µM for titrated hits; 0.17% of 110,000 active; in the data active = inhibition above about 50%;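 also: plate controls were vehicle for no effect and reference inhibitor for full effect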
Active calls of the source: *; · = no result given; & = joins results of further samples. An excerpt (hit frequency here may not be typical).

1. CCOC(=O)C(P(=O)(OCC)OCC)P(=S)(c1ccccc1)c1ccccc1 (centres undefined)
2. CSCCC(N=Cc1c(O)n(-c2ccc(F)cc2)c(=O)[nH]c1=O)C(=O)OC(C)(C)C (centres undefined)
3. CCOC(=O)C(O)(c1cn(C)c2ccccc12)C(F)(F)F (centres undefined)
4. COc1ccc(CCNCc2ccccc2C(F)(F)F)cc1
5. CN1C(=O)C(=Cc2cn(Cc3ccc(F)cc3)c3ccccc23)C(=O)N(C)C1=O
6. CCC(CC)C1C(C#N)=C(N)Oc2c1c(=O)oc1ccccc21 (centres undefined)
screen / no. | 1 | 2 | 3 | 4 | 5 | 6
Hsp70 inhibitors | -0.6% | 1.6% | -4.0% | 2.5% | -39.7% | 1.5%&1.2%
MKP-3 inhibition | 3.9% | · | 7.7% | -0.1% | 6.9% | 1.1%

7. O/N=C1/C(=C\c2ccccc2)N2CCC1CC2
8. O=P(CN1CCN(c2ccccc2)CC1)(N1CCCCC1)N1CCCCC1
9. Cc1cc(OC(=O)CCCNC(=O)OC(C)(C)C)c2c3c(c(=O)oc2c1)CCC3
10. COc1ccc(S(=O)(=O)Cc2ccc(C(=O)N3CCC4(CC3)OCCO4)o2)cc1
11. O=C1NC(=S)NC(=O)C1=Cc1ccc(-c2ccc(C(=O)O)cc2)o1
12. Fc1ccc(NC2=NCCS2)cc1Cl
screen / no. | 7 | 8 | 9 | 10 | 11 | 12
Hsp70 inhibitors | -2.5% | 2.8% | -5.1% | -0.1% | 5.0% | -1.2%
MKP-3 inhibition | -6.0% | 0.4% | · | 0.5% | 2.6% | -11.3%

13. Clc1cccc(Cl)c1CN1CCN(c2ccccc2)CC1
14. COC(=O)CC1(CC(=O)OC)C(=O)NC(=O)NC1=O
15. CCOP(=O)(OCC)C(CC)N1CCOCC1 (centres undefined)
16. Cn1c(=O)cc(OCC(=O)N2CCN(Cc3ccc4c(c3)OCO4)CC2)c2ccccc21
17. CCCCC1(c2ccccc2)C(=O)NC(=O)NC1=O
18. CC1(C)CC(n2[nH]c(=O)c3c2NC(=O)CSC3c2ccc(F)cc2)CCO1 (centres undefined)
screen / no. | 13 | 14 | 15 | 16 | 17 | 18
Hsp70 inhibitors | 3.5% | 4.3% | -3.5% | · | -2.5% | 1.4%
MKP-3 inhibition | · | 3.4% | · | -2.6% | 0.2% | -5.2%

19. CCOP(=O)(OCC)C(NC(C)=O)C(Cl)(Cl)Cl (centres undefined)
20. Cc1c2cnn(CC(=O)N3CCC4(CC3)OCCO4)c(=O)c2c(C)n1Cc1ccccc1F
21. Cc1nc2cc([N+](=O)[O-])ccc2c(=O)n1-c1ccc(Cl)cc1
22. CCOP(=O)(CN(CC)CCNP(=O)(OCC)OCC)OCC
23. O=C(c1cc2ccccc2oc1=O)N1CCC2(CC1)OCCO2
24. CC(C)OCCCNC(=O)c1c(N)n(Cc2cccs2)c2nc3ccccc3nc12
screen / no. | 19 | 20 | 21 | 22 | 23 | 24
Hsp70 inhibitors | -2.5% | 1.9% | -0.1% | -1.3% | -1.0% | 2.0%
MKP-3 inhibition | · | 2.3% | 3.3% | · | -1.5% | 0.6%

25. C=CCn1c(O)c(C=NCCN2CCNCC2)c(=O)[nH]c1=O
26. CC(C)OC(=O)c1c(N)n(CC2CCCO2)c2nc3ccccc3nc12 (centres undefined)
27. CNP(=S)(NC)OCCOc1ccc(OC)cc1
28. CCOc1ccc2[nH]c(=O)c(CN(CCO)C3(c4nnnn4C4CCCCC4)CCCCC3)cc2c1
29. Cc1c(N=Cc2c(O)n(CCc3ccc(F)cc3)c(=O)[nH]c2=O)c(=O)n(-c2ccccc2)n1C
30. CCOP(=O)(OCC)C(C)(C)NC(=O)C(Cl)(Cl)Cl
screen / no. | 25 | 26 | 27 | 28 | 29 | 30
Hsp70 inhibitors | 0.7% | -8.4% | -5.5% | -3.2% | -0.5% | 3.5%
MKP-3 inhibition | · | 2.2% | -12.5% | -5.6% | 6.5% | ·

31. COC(=O)c1c(C)[nH]c(C(=O)C(Cc2ccccc2)N(C)C)c1C (centres undefined)
32. CNCCCc1ccccc1
33. Cc1ccc(-n2c(-c3ccccn3)nc3ccccc3c2=O)cc1
34. O=C(c1cc2ccccn2n1)N1CCC2(CC1)OCCO2
35. O=C(C1CC(c2ccc(Cl)c(Cl)c2)=NO1)N1CCC2(CC1)OCCO2 (centres undefined)
36. CCOC(=O)c1c(C)n(Cc2ccc3c(c2)OCO3)c2ccc(O)cc12
screen / no. | 31 | 32 | 33 | 34 | 35 | 36
Hsp70 inhibitors | -3.1% | -2.0% | 0.9% | 3.7% | -1.9% | -4.4%
MKP-3 inhibition | -14.4% | · | 1.8% | -0.7% | -5.8% | ·

37. O=C(COc1ccc(Br)cc1)N1CCN(Cc2c[nH]c3ccccc23)CC1
38. CN1CCN(c2nccc3c2ncn3C)CC1
39. CC(=NCc1ccc2c(c1)OCO2)c1c(O)n(C)c(=O)n(C)c1=O
40. CCOC(=O)C(O)(c1ccc(N)c(OC)c1)C(F)(F)F (centres undefined)
41. COc1ccc(-n2c(O)c(C(C)=NCc3ccco3)c(=O)[nH]c2=O)cc1
42. O=C(c1cc(-c2ccncc2)nc2ccccc12)N1CCC2(CC1)OCCO2
screen / no. | 37 | 38 | 39 | 40 | 41 | 42
Hsp70 inhibitors | 0.8% | -5.2% | 0.4% | -3.4% | -1.2% | 3.8%
MKP-3 inhibition | · | 0.9% | 5.2% | 2.3% | -1.4% | -0.8%

43. O=[N+]([O-])c1ccccc1CNCCc1ccc(F)cc1
44. O=C(CN1CC(c2ccccc2)CC1=O)NCc1ccc(F)cc1 (centres undefined)
45. O=c1oc2ccccc2c2c1C(c1cccc(F)c1)c1c(c3ccccc3oc1=O)O2
46. Cc1ccc(-n2c(O)c(C=NC3CCCCC3N)c(=O)[nH]c2=O)cc1C (centres undefined)
47. O=C(NCc1ccc(C(=O)N2CCC3(CC2)OCCO3)cc1)c1ccc2c(c1)OCO2
48. COc1ccccc1NC1=NCCS1
screen / no. | 43 | 44 | 45 | 46 | 47 | 48
Hsp70 inhibitors | -0.1% | -2.7% | -3.4% | -4.6% | -0.7% | 4.7%
MKP-3 inhibition | -0.1% | -4.2% | 4.9% | -14.4% | 11.1% | ·

49. Cc1cc(NC(=O)CCC(=O)N2CCC3(CC2)OCCO3)no1
50. CN1CCc2nc(SCC(=O)OC(C)(C)C)c(C#N)cc2C1
51. CCSc1nnc([C@@H](N)Cc2c[nH]c3ccccc23)o1
52. CC[C@@H](CO)NC(=O)[C@@H]1C=C2c3cccc4c3c(cn4C)C[C@H]2N(C)C1
53. CC(=O)Nc1ccc(OC(=O)N2CCCCC2)cc1
54. CN(C)C1=C(C#N)C(c2ccccc2)=NP(N(C)C)(N(C)C)=N1
screen / no. | 49 | 50 | 51 | 52 | 53 | 54
Hsp70 inhibitors | -0.3% | 2.4% | 6.7% | 27.5% | -4.0% | 1.3%
MKP-3 inhibition | -1.3% | 15.6% | -1.0% | 1.1% | -6.8% | -17.6%

55. CN(C)c1ccc(/C=C/c2nc3ccccc3c(=O)n2-c2ccccn2)cc1
56. CN1C(=O)NC(=O)/C(=C\c2ccc([N+](=O)[O-])o2)C1=O
57. C=CCn1c(O)c(C(CC)=Nc2ccccc2NC(C)=O)c(=O)[nH]c1=O
58. O=C(COc1ccccc1[N+](=O)[O-])Nc1ccc(Cl)cc1C(=O)c1ccccc1
59. CN(C)CP(=O)(Nc1ccccc1)N(C)C (centres undefined)
60. CCCNS(=O)(=O)c1ccc(OCC(=O)N2CCN(Cc3ccc4c(c3)OCO4)CC2)cc1
screen / no. | 55 | 56 | 57 | 58 | 59 | 60
Hsp70 inhibitors | -134.3% | 26.4% | -0.3% | -1.6% | -1.2% | -10.4%
MKP-3 inhibition | 4.9% | 17.9% | -4.4% | 6.6% | -4.1% | -3.1%

61. CCc1cc(C)cc(OCCOc2ccccc2C=C2C(=O)NC(=S)NC2=O)c1
62. O=[N+]([O-])c1ccc(N2CCNCC2)cc1NCCc1ccccc1
63. COC(=O)c1[nH]cnc1C(=O)Nc1ccc(Br)cc1C(=O)c1ccccc1
64. CN1CC[C@@]23CCCC[C@@H]2[C@@H]1Cc1ccc(O)cc13
65. CN1C(=O)NC(=O)/C(=C\c2ccc(Br)s2)C1=O
66. COc1ccccc1-n1c(C=C2C(=O)Nc3ccccc32)nc2ccccc2c1=O
screen / no. | 61 | 62 | 63 | 64 | 65 | 66
Hsp70 inhibitors | -0.4% | -1.2% | 1.3% | -1.4% | -0.9% | 1.4%
MKP-3 inhibition | 4.0% | -0.9% | 2.4% | -6.8% | 3.1% | 7.3%

67. CCC(=NC1CCN(Cc2ccccc2)CC1)c1c(O)[nH]c(=O)[nH]c1=O
68. CC(C)NS(=O)(=O)c1ccc(OCC(=O)N2CCN(Cc3ccccc3)CC2)cc1
69. Nc1c(C(=O)NC2CCCC2)c2nc3ccccc3nc2n1CC1CCCO1 (centres undefined)
70. Cc1ccc(-c2nc3ccccc3c(=O)n2-c2ncccc2C)cc1
71. CCN1CCN(c2ccc([N+](=O)[O-])cc2)CC1
72. CC(C)(C)c1ccc(OCCOc2cccc(C=C3C(=O)NC(=S)NC3=O)c2)cc1
screen / no. | 67 | 68 | 69 | 70 | 71 | 72
Hsp70 inhibitors | -0.4% | -5.3% | -4.7% | 6.2% | -1.3% | 0.8%
MKP-3 inhibition | -4.5% | · | 6.6% | 2.6% | 0.0% | 7.1%

5 records picked at random from the list so far, as already listed:
71. CCN1CCN(c2ccc([N+](=O)[O-])cc2)CC1
70. Cc1ccc(-c2nc3ccccc3c(=O)n2-c2ncccc2C)cc1
68. CC(C)NS(=O)(=O)c1ccc(OCC(=O)N2CCN(Cc3ccccc3)CC2)cc1
67. CCC(=NC1CCN(Cc2ccccc2)CC1)c1c(O)[nH]c(=O)[nH]c1=O
72. CC(C)(C)c1ccc(OCCOc2cccc(C=C3C(=O)NC(=S)NC3=O)c2)cc1
screen / no. | 71 | 70 | 68 | 67 | 72
Hsp70 inhibitors | -1.3% | 6.2% | -5.3% | -0.4% | 0.8%
MKP-3 inhibition | 0.0% | 2.6% | · | -4.5% | 7.1%

Remaining list, next part:
73. Clc1ccc(CCNCc2ccc3c(c2)OCO3)c(Cl)c1
74. N#C/C(=C\c1ccccc1)C(=O)Nc1ccc([N+](=O)[O-])cc1C(=O)c1ccccc1
75. CC(=O)N1CC(=O)Nc2ccc(Cl)cc2C1c1ccc(F)cc1 (centres undefined)
76. CC(Cc1ccccc1)[n+]1cc(/N=C(\N)[O-])on1 (centres undefined)
77. O=C(O)C(O)(c1ccccc1)C1CCCC1 (centres undefined)
78. Cn1c(=O)cc(SCC(=O)N2CCC3(CC2)OCCO3)c2ccc(Cl)cc21
screen / no. | 73 | 74 | 75 | 76 | 77 | 78
Hsp70 inhibitors | 6.7% | -7.1% | 1.1% | -6.1% | 0.4% | -0.3%
MKP-3 inhibition | 1.1% | 4.6% | -1.8% | 4.0% | -3.6% | -6.4%

79. O=C1NC(=S)NC(=O)C1=Cc1ccc(-c2cc(Cl)c([N+](=O)[O-])cc2Cl)o1
80. CC(Cc1ccccc1)NC(=O)Cc1ccc(N)cc1 (centres undefined)
81. O=c1[nH]c(=O)n(-c2cccc3ccccc23)c(O)c1C=NCc1ccc2c(c1)OCO2
82. COc1ccc(C=C(C#N)C#N)cc1OC
83. COC(=O)C(O)(c1c[nH]c2ccccc12)C(F)(F)F (centres undefined)
84. COc1ccccc1OCCCn1cc(C(=O)c2ccco2)c2ccccc21
screen / no. | 79 | 80 | 81 | 82 | 83 | 84
Hsp70 inhibitors | -3.3% | 3.6% | -4.2% | 3.1% | -2.3% | 4.5%
MKP-3 inhibition | 6.0% | 1.6% | · | 1.2% | 0.1% | -5.4%

One compound at a time, as listed above:
Listed for `O=[N+]([O-])c1ccccc1CNCCc1ccc(F)cc1` : Hsp70 inhibitors: -0.1%; MKP-3 inhibition: -0.1%
Listed for `COc1ccccc1-n1c(C=C2C(=O)Nc3ccccc32)nc2ccccc2c1=O` : Hsp70 inhibitors: 1.4%; MKP-3 inhibition: 7.3%

Next section.
85. O=C1NC(=O)[C@]2(Cc3ccccc3N3CCN(c4ccccc4)CC32)C(=O)N1Cc1ccccc1 (some centres undefined)
86. c1ccc2c(CN3CCN(C4CCCCC4)CC3)c[nH]c2c1
87. Cc1cc(NC(=O)COC(=O)c2c(C)nn(Cc3ccccc3)c2Cl)no1
88. CCOC(=O)C1CCCCC12C(C#N)=C(N)Oc1n[nH]c(C)c12 (centres undefined)
89. CN1CCc2nc3sc(C(=O)NC(C)(C)C)c(N)c3cc2C1
90. CCn1c(O)c(C=NCCc2c[nH]c3ccccc23)c(=O)[nH]c1=O
screen / no. | 85 | 86 | 87 | 88 | 89 | 90
Hsp70 inhibitors | 1.2% | 3.5% | 6.9% | -1.5% | 0.4% | -5.0%
MKP-3 inhibition | -0.1% | -8.6% | -13.4% | -1.9% | · | -1.3%

91. COc1cc(/C=C2/C(=O)NC(=O)N(c3ccccc3)C2=O)cc(Cl)c1O
92. CC12CN3CC(C)(CN(C1)C3c1ccncc1)C2=O (centres undefined)
93. COc1ccc2[nH]cc(CCN)c2c1
94. CCCCCCOc1ccc(CN2CCN(CCO)CC2)cc1
95. CCC1(CC)C(=O)NC(=O)N(C(=O)c2ccccc2Br)C1=O
96. Cc1sc2c(c1C)C(c1cccs1)=NCC(=O)N2CC(=O)NCc1cccs1
97. O=C1c2ccccc2C(=O)N1Cc1nc2ccccc2c(=O)n1-c1ccncc1
98. O=c1c2ccccc2nc(-c2ccccc2)n1-c1ccccc1Br
screen / no. | 91 | 92 | 93 | 94 | 95 | 96 | 97 | 98
Hsp70 inhibitors | 0.9% | -5.6% | 0.4% | 1.1% | -2.2% | -2.8% | 4.1% | -3.6%
MKP-3 inhibition | 2.5% | -14.4% | -0.6% | -4.9% | -0.2% | -9.1% | -1.5% | 3.5%
